PRC2 inh – blocks human EZH2/PRC2 H3K27 methylation. hit rate 0.35% among 57,000. inhibition, % at 12.5 µM. Q15910. DELFIA TRF, 1 h;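 active = mean inhibition of replicates at least 50% and every single replicate also reaching 50%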;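 also: dimethyl H3K27 on biotinylated H3 21-44 peptide detected by antibody; plate controls were median neutral control wells for no effect and median positive control wells for full effect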
IDH1 R132H inh – IDH1 R132H (human) inhibition | IDH1 R132H reductase, diaphorase/resazurin fluorescence, 60 min | AID 624101 | hit rate 0.18% among 70,000 | inhibition, % at 10 µM; in the data active = inhibition above about 34%;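 also: 0% = DMSO and 100% = no enzyme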
Target sequence (O75874 whole entry R132H): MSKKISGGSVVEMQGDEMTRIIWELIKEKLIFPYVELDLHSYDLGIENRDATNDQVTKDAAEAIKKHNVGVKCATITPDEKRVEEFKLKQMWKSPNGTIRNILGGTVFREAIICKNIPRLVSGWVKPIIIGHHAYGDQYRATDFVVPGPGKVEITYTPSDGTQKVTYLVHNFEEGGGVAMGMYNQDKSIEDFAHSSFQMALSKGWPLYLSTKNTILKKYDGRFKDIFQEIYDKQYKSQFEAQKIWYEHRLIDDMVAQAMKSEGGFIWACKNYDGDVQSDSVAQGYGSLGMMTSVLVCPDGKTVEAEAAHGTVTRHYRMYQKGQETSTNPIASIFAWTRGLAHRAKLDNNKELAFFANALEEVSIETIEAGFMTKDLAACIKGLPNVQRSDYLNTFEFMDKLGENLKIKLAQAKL
* marks the source's active call; other numbers are inactive results; · = no result given. This is a subset (hit frequency here may not be typical).

# | structure | PRC2 inh | IDH1 R132H inh
1 | CCCC(=O)Nc1ccc2c(c1)OC[C@H](C)NC[C@@H](C)[C@@H](OC)CN(C)C2=O | -3.2 | 0.1
2 | C[C@@H]1CN([C@@H](C)CO)C(=O)c2cc(-c3cccnc3)cnc2O[C@H]1CN(C)Cc1ccccc1 | -1.5 | 0.4
3 | C[C@@H]1CN([C@H](C)CO)C(=O)Cc2cc(N(C)C)ccc2O[C@H]1CN(C)Cc1ccncc1 | -3.6 | 2.2
4 | Cc1ccc(S(=O)(=O)Nc2ccc3c(c2)C(=O)N([C@H](C)CO)C[C@H](C)[C@H](CN(C)S(C)(=O)=O)OCCCC[C@@H](C)O3)cc1 | · | -0.9
5 | CN(C)CCCNC(=O)C[C@@H]1C=C[C@H](NS(=O)(=O)c2ccccc2)[C@@H](CO)O1 | 3.1 | 0.2
6 | CO[C@@H]1CN(C)C(=O)c2ccc(NC(=O)C3CCC3)cc2OC[C@H](C)N(Cc2ccccn2)C[C@H]1C | 5.3 | 0.2
7 | O=C(C[C@@H]1C[C@@H]2c3cc(NC(=O)Nc4ccc(C(F)(F)F)cc4)ccc3O[C@@H]2[C@@H](CO)O1)NCc1cccnc1 | 4.0 | 0.0
8 | C[C@H]1CN([C@@H](C)CO)C(=O)Cc2cc(NC(=O)C3CCCCC3)ccc2O[C@@H]1CN(C)CC1CC1 | -1.4 | 0.3
9 | C[C@@H]1CN([C@@H](C)CO)C(=O)Cc2cc(NC(=O)C3CCCCC3)ccc2O[C@H]1CN(C)Cc1ccc2c(c1)OCO2 | · | 0.0
10 | COc1cccc(CNC(=O)C[C@@H]2CC[C@H](NS(=O)(=O)c3ccccc3OC)[C@H](CO)O2)c1 | 1.6 | -0.4
11 | Cc1ccc(S(=O)(=O)Nc2ccc3c(c2)C(=O)N([C@@H](C)CO)C[C@H](C)[C@H](CN(C)S(C)(=O)=O)O3)cc1 | · | 0.3
12 | C[C@@H]1CN([C@H](C)CO)S(=O)(=O)c2ccc(-c3ccccc3)cc2O[C@H]1CN(C)C(=O)Cc1ccccc1 | 3.1 | -4.7
13 | CNC[C@H]1Oc2ncc(-c3ccccc3F)cc2C(=O)N([C@H](C)CO)C[C@H]1C | -8.9 | -1.1
14 | C[C@@H]1CN([C@H](C)CO)C(=O)Cc2cc(NC(=O)NC3CCCCC3)ccc2O[C@@H]1CN(C)S(C)(=O)=O | 4.4 | 1.3
15 | O=C(O)C[C@@H]1C[C@H]2c3cc(NC(=O)Nc4ccccc4F)ccc3O[C@H]2[C@H](CO)O1 | 1.7 | -1.8
16 | C/C=C(\C)C(=O)OC1CCC(=O)OC1/C=C/C(O)C(C)O (stereo not given) | 9.9 | 0.1

Single records (already shown).
`O=C(O)C[C@@H]1C[C@H]2c3cc(NC(=O)Nc4ccccc4F)ccc3O[C@H]2[C@H](CO)O1` in the list: PRC2 inh = 1.7; IDH1 R132H inh = -1.8
`Cc1ccc(S(=O)(=O)Nc2ccc3c(c2)C(=O)N([C@@H](C)CO)C[C@H](C)[C@H](CN(C)S(C)(=O)=O)O3)cc1` in the list: PRC2 inh = ·; IDH1 R132H inh = 0.3
`C[C@@H]1CN([C@H](C)CO)C(=O)Cc2cc(NC(=O)NC3CCCCC3)ccc2O[C@@H]1CN(C)S(C)(=O)=O` in the list: PRC2 inh = 4.4; IDH1 R132H inh = 1.3

Carrying on.
# | structure | PRC2 inh | IDH1 R132H inh
17 | C[C@H](CO)N1C[C@H](C)[C@H](CN(C)S(=O)(=O)c2ccc(F)cc2)Oc2ccc(NS(=O)(=O)c3ccccc3)cc2C1=O | · | 2.8
18 | C[C@@H]1CN([C@H](C)CO)C(=O)c2cc(-c3cccnc3)cnc2O[C@@H]1CN(C)C(=O)Cc1cccnc1 | -3.4 | ·
19 | C[C@H]1CN([C@@H](C)CO)C(=O)Cc2cc(NC(=O)Nc3ccc(C(F)(F)F)cc3)ccc2O[C@@H]1CN(C)Cc1ccc2c(c1)OCO2 | · | 0.0
20 | CCOc1ccc2nc(SCC(=O)Nc3ccc([N+](=O)[O-])cc3)[nH]c2c1 | -11.2 | 0.9
21 | COCC#Cc1ccc2c(c1)O[C@@H](CN(C)C)[C@@H](C)CN([C@H](C)CO)S2(=O)=O | 0.6 | 0.2
22 | C[C@@H]1CN([C@@H](C)CO)C(=O)c2cc(NC(=O)CCCN(C)C)ccc2O[C@@H](C)CCCCO[C@@H]1CN(C)S(=O)(=O)c1ccccc1 | · | 1.5
23 | C=CC[C@]1(C(=O)OC)COC(c2ccc(OCCCO)cc2)=N1 | -0.3 | ·
24 | Cc1cc(C(=O)Nc2cccc3c2O[C@@H](CN(C)C(=O)NC2CCCCC2)[C@@H](C)CN([C@H](C)CO)C3=O)n(C)n1 | -1.2 | 1.0
25 | COc1ccccc1CNS(=O)(=O)c1cc(C)ccc1OC | · | -1.0
26 | CC(C)NC(=O)Nc1ccc2c(c1)CC(=O)N([C@@H](C)CO)C[C@@H](C)[C@H](CN(C)Cc1ccc(C(F)(F)F)cc1)O2 | · | -0.2
27 | CCCNC(=O)N(C)C[C@@H]1Oc2ncc(C#CC3CC3)cc2C(=O)N([C@@H](C)CO)C[C@H]1C | 5.3 | 11.5
28 | Cc1ccc(S(=O)(=O)N(C)C[C@@H]2Oc3ccc(NS(=O)(=O)c4ccc(Cl)cc4)cc3CC(=O)N([C@@H](C)CO)C[C@@H]2C)cc1 | · | 0.1
29 | O=C(C[C@H]1C[C@@H]2c3cc(NC(=O)Cc4ccncc4)ccc3O[C@@H]2[C@@H](CO)O1)NCCN1CCCCC1 | -5.0 | -0.2
30 | C[C@H]1CN([C@@H](C)CO)C(=O)Cc2cc(NC(=O)Nc3ccc(C(F)(F)F)cc3)ccc2O[C@@H]1CN(C)C(=O)Nc1cccc2ccccc12 | · | -0.4
31 | C[C@@H]1CN([C@@H](C)CO)C(=O)Cc2cc(NC(=O)Nc3ccccc3)ccc2O[C@H]1CN(C)CC1CCCCC1 | · | 0.5
32 | COc1ccccc1OCC(=O)Nc1cccc(-c2nnc(-c3ccccc3)o2)c1 | · | 4.0
33 | C[C@H](CO)N1C[C@H](C)[C@@H](CN(C)C(=O)c2ccc3c(c2)OCO3)Oc2cc(-c3cncnc3)ccc2S1(=O)=O | -1.8 | -0.4
34 | C[C@@H]1CN([C@@H](C)CO)C(=O)c2cc(C#CC(C)(C)O)cnc2O[C@@H]1CN(C)C(=O)C1CCC1 | -3.7 | ·
35 | O=C(NCC[C@@H]1CC[C@@H](NS(=O)(=O)c2ccccc2F)[C@@H](CO)O1)c1ccc(F)cc1 | 1.9 | -0.1
36 | CNC[C@@H]1Oc2ccc(NC(=O)Nc3c(C)noc3C)cc2CC(=O)N([C@@H](C)CO)C[C@@H]1C | -2.8 | 2.0
37 | CCC(c1nc2ccccc2c(=O)n1-c1ccccn1)N1C(=O)c2ccccc2C1=O (stereo not given) | -15.3 | -0.4
38 | C[C@H](CO)N1C[C@H](C)[C@@H](CN(C)CC2CC2)Oc2ccc(NC(=O)Nc3ccc(F)cc3)cc2CC1=O | 1.1 | 0.2
39 | CC(=O)Nc1cccc(NC(=O)c2cccc(Cn3cc(Cl)cn3)c2)c1 | -16.2 | -0.2
40 | C[C@@H]1CN([C@H](C)CO)S(=O)(=O)c2ccc(-c3ccc(F)cc3)cc2O[C@H]1CN(C)C(=O)C1CCC1 | -13.1 | -0.8
41 | C[C@H]1CN([C@@H](C)CO)C(=O)c2cc(C#CC3CC3)cnc2O[C@@H]1CN(C)Cc1ccncc1 | -2.4 | -0.1
42 | COc1ccc(C#Cc2cnc3c(c2)C(=O)N([C@H](C)CO)C[C@@H](C)[C@@H](CN(C)CC2CCCC2)O3)cc1 | -25.8 | -2.0
43 | C[C@@H]1CN([C@@H](C)CO)C(=O)c2cc(C#CCN(C)C)cnc2O[C@@H]1CN(C)C(=O)c1cccnc1 | · | 0.2
44 | C[C@@H]1CN([C@H](C)CO)C(=O)c2cc(-c3cccc(F)c3)cnc2O[C@@H]1CN(C)Cc1ccccn1 | 14.2 | 0.1
45 | C[C@H]1CN([C@@H](C)CO)C(=O)Cc2cc(NC(=O)CCN3CCOCC3)ccc2O[C@@H]1CN(C)S(C)(=O)=O | -10.2 | 2.0
46 | Cc1noc(C)c1NC(=O)N(C)C[C@@H]1OCCCC[C@@H](C)Oc2ccc(NS(=O)(=O)c3ccc(F)cc3)cc2C(=O)N([C@@H](C)CO)C[C@H]1C | · | 3.3
47 | C[C@@H]1CN([C@H](C)CO)C(=O)c2cc(NC(=O)CCC(F)(F)F)ccc2O[C@@H](C)CCCCO[C@@H]1CN(C)Cc1ccccc1 | -11.0 | -0.6
48 | CO[C@@H]1CN(C)C(=O)c2cc(NC(=O)Nc3cccc(F)c3)ccc2OC[C@@H](C)NC[C@H]1C | 2.4 | -0.3
49 | C[C@@H]1CCCCO[C@H](CN(C)C(=O)c2ccccc2)[C@@H](C)CN([C@H](C)CO)C(=O)c2cc(NC(=O)CCCN(C)C)ccc2O1 | 5.0 | ·
50 | Cc1ccc(Cl)cc1N(CC(=O)Nc1cccc([N+](=O)[O-])c1C)S(C)(=O)=O | 3.2 | -0.2
51 | C[C@@H]1O[C@@H](O[C@H]2[C@H](OC(=O)[C@]34CCC(C)(C)C[C@H]3C3=CCC5[C@@]6(C)C[C@H](O)[C@H](O[C@@H]7O[C@H](CO)[C@@H](O)[C@H](O)[C@H]7O)[C@@](C)(CO)C6[C@H](O)C[C@@]5(C)[C@]3(C)CC4)OC[C@H](O)[C@@H]2O)[C@H](O)[C@H](O)[C@H]1O[C@@H]1OC[C@@H](O)[C@H](O[C@@H]2OC[C@](O)(CO)[C@H]2O)[C@H]1O (stereo not given in full) | · | 0.3
52 | CCS(=O)(=O)Nc1ccc2c(c1)C(=O)N(C)C[C@H](OC)[C@H](C)CN(C(=O)C1CCC1)[C@@H](C)CO2 | 5.4 | 0.1
53 | CN1C(=O)c2ccc(C(=O)Nc3ccc(OCC(=O)O)cc3)cc2C1=O | 1.8 | 0.3
54 | CO[C@H]1CN(C)C(=O)c2cc(NC(=O)NC3CCCCC3)ccc2OC[C@H](C)N(CC2CC2)C[C@H]1C | -9.4 | 0.0
55 | COCC#Cc1ccc2c(c1)O[C@H](CN(C)Cc1ccccn1)[C@H](C)CN([C@H](C)CO)S2(=O)=O | 2.0 | 0.3
56 | C[C@@H]1CN([C@@H](C)CO)C(=O)c2cc(NS(=O)(=O)c3cn(C)cn3)ccc2O[C@H]1CN(C)Cc1ccc(C(=O)O)cc1 | · | 0.7
57 | O=S(=O)(N[C@@H]1CC[C@H](CCn2cc(-c3ccccn3)nn2)O[C@@H]1CO)c1cccc(Cl)c1 | -5.4 | -0.2
58 | COC(=O)c1ccccc1NC(=O)Cc1coc2c(C)c(C)ccc12 | 33.3 | 0.6
59 | C[C@@H]1CN([C@H](C)CO)C(=O)c2cc(-c3ccc(F)cc3)cnc2O[C@@H]1CN(C)C(=O)c1ccccc1F | 5.9 | -0.6
60 | C[C@@H]1CN([C@@H](C)CO)C(=O)c2cc(NS(=O)(=O)c3cn(C)cn3)ccc2O[C@@H](C)CCCCO[C@H]1CN(C)S(=O)(=O)c1cn(C)cn1 | · | -6.5
61 | C[C@@H]1CCCCO[C@@H](CN(C)C(=O)NC2CCCCC2)[C@H](C)CN([C@H](C)CO)C(=O)c2cc(N(C)C)ccc2O1 | 0.1 | 1.2
62 | C[C@@H]1CN([C@@H](C)CO)C(=O)Cc2cc(NS(=O)(=O)c3cn(C)cn3)ccc2O[C@H]1CN(C)Cc1ccccc1 | -0.8 | 1.4
63 | COc1ccc(S(=O)(=O)N(C)C[C@@H]2Oc3ccc(NC(=O)CCN4CCOCC4)cc3CC(=O)N([C@H](C)CO)C[C@H]2C)cc1 | · | 0.3
64 | O=C(O)CCC(=O)Nc1ccc(Br)c(Cl)c1 | 4.6 | 0.3
65 | C[C@H](O)C#Cc1ccc2c(c1)O[C@@H](CN(C)Cc1ccncc1)[C@H](C)CN([C@@H](C)CO)S2(=O)=O | -12.6 | 0.2
66 | Cc1ccc(S(=O)(=O)N(C)C[C@H]2Oc3ccc(NC(=O)c4ccncc4)cc3CC(=O)N([C@@H](C)CO)C[C@@H]2C)cc1 | 3.7 | -11.4
67 | O=C(Cc1ccncc1)NCC[C@H]1CC[C@H](NC(=O)C2CCCCC2)[C@H](CO)O1 | -8.3 | 0.3
68 | CO[C@H]1CN(C)C(=O)c2ccc(NS(=O)(=O)c3ccc(C)cc3)cc2OC[C@H](C)N(C)C[C@H]1C | -8.7 | 0.5
69 | CN(C)CCCNC(=O)C[C@@H]1CC[C@@H](NS(=O)(=O)c2ccccc2)[C@H](CO)O1 | -13.9 | -0.1
70 | CN1CCN(C(=O)C[C@@H]2C=C[C@@H](NC(=O)c3ccc4c(c3)OCO4)[C@H](CO)O2)CC1 | -8.0 | 0.1
71 | Cc1ccc(N(C(C)C(=O)Nc2ccc(Cl)cc2)S(C)(=O)=O)cc1C (stereo not given) | 19.1 | 0.4
72 | CS(=O)(=O)N(CC(=O)Nc1ccccc1-c1ccccc1)c1ccc(Br)cc1 | 20.2 | -0.2

Carrying on:
# | structure | PRC2 inh | IDH1 R132H inh
73 | CCC(=O)Nc1ccc2c(c1)OC[C@H](C)N(Cc1cncnc1)C[C@@H](C)[C@H](OC)CN(C)C2=O | -37.7 | 0.3
74 | CO[C@@H]1CN(C)C(=O)c2ccc(NC(=O)c3ccccc3)cc2OC[C@H](C)N(C(=O)CN(C)C)C[C@H]1C | 2.9 | 0.0
75 | COCC(=O)N1C[C@H](C)[C@H](OC)CN(C)C(=O)c2ccc(NC(=O)c3ccccc3)cc2OC[C@@H]1C | 4.2 | -0.2
76 | CCCNC(=O)N1C[C@H](C)[C@H](OC)CN(C)C(=O)c2ccc(NS(C)(=O)=O)cc2OC[C@@H]1C | 1.0 | -0.3
77 | Cc1ccccc1-c1ccc2c(c1)O[C@@H](CN(C)Cc1ccncc1)[C@@H](C)CN([C@@H](C)CO)S2(=O)=O | 17.1 | 0.4
78 | C[C@H](CO)N1C[C@H](C)[C@@H](CN(C)C(=O)Nc2cccc3ccccc23)Oc2c(NC(=O)Nc3ccccc3)cccc2C1=O | 13.4 | -0.6
79 | C=CCn1c2ccccc2c2nnc(SCC(=O)c3ccc(Cl)cc3)nc21 | 15.1 | -0.2
80 | CN(CCc1ccccn1)c1ccc([N+](=O)[O-])cn1 | -19.1 | 0.4
